APP 5'UTR act – activators of APP 5'UTR luciferase reporter, primary screen, SH-SY5Y cells | activation, % at 2 µM | SH-SY5Y APP 5'UTR luciferase reporter, luminescence; zero percent = DMSO vehicle wells | hit rate 1% among 190,000;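 active = activation above a set limit, based on mean plus 3 SD of controls, cut at about 140% in these data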; also: values of inactives mirror those of a sister screen read the other way
STAT3 act – IL-6 driven STAT3 reporter potentiators, primary screen, U3A cells, luciferase, luminescence, MLSCN library; IL-6 STAT3-luciferase reporter; 100% = signal with IL-6 EC80 alone; activation (% of control), % at 5.6 µM; hit rate 0.91% among 190,000; AID 871, 2007;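 active = activation above the screen-wide mean of compound activation plus 3 SD, cut at about 130% in these data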;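 also: 0% = background luminescence of wells with medium and substrate only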
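Material: STAT3-luciferase reporter U3A cells. Controls: IL-6-treated wells, 100% activation. Read-out: % activation versus median of IL-6-stimulated wells. Probe or stimulus: IL-6 stimulus at 33 ng/mL final. Timing: compound 1 h, then IL-6 6 h at 37 °C. Signal: reporter luminescence signal.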
Hsp70 act – Hsp70 transcriptional activators, primary screen, cell-based, HeLa, Hsp70 promoter luciferase, luminescence, 10 µM; HeLa Hsp70 promoter luciferase reporter; scaled: vehicle 0, proteasome-inhibitor control 100%; activation, % at 10 µM; hit rate 0.04% among 200,000;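 active = activation above the mean across all tested compounds plus 3 SD, cutoff set per campaign, cut at about 5.5% in these data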;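 also: 100% = MG132 at 30 µM as the positive control and 0% = DMSO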
HMGR II inh – inhibitors of E. faecalis class II HMGR, primary screen, biochemical, Enterococcus faecalis. inhibition, % at 10 µM. hit rate 0.41% among 190,000. purified E. faecalis HMGR, NADPH absorbance 340 nm kinetic;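 active = inhibition above a set limit, the median over all tested compounds plus 3 SD, cut at about 9.5% in these data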;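 also: enzyme runs in reverse so mevalonate oxidation gives rising NADPH absorbance; 0% = complete reaction with DMSO and 100% = background rate lacking mevalonate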
STAT1 act – STAT1 signaling activators, primary screen, cell-based, HTS, luciferase reporter; NIH 3T3 STAT1-luciferase reporter, IFN-gamma, luminescence; 100% = IFN-gamma alone, no compound; activation (% of control), % at 5.5 µM; hit rate 2.6% among 200,000; AID 932, 2007;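 active = activation above the screen-wide mean activation plus 3 SD, cut at about 130% in these data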;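 also: raw ratio to IFN-gamma control signal so 100% means no change and 0% no light; values of inactives mirror those of a sister screen read the other way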
TLR4 MyD88 comp – inhibitors of TLR4-MyD88 association in cells, primary screen, cell-based, HeLa CL3-4, BLA complementation, FRET ratio | Toll-like receptor 4 (Homo sapiens) + Myeloid differentiation primary response protein … | HeLa CL3-4 TLR4/MyD88 BLA complementation | inhibition, % at 8.4 µM | hit rate 0.18% among 200,000; in the data active = inhibition above about 25%;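 also: 0% = vehicle and 100% = reference inhibitor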
Target sequence (O00206 whole entry, looked up): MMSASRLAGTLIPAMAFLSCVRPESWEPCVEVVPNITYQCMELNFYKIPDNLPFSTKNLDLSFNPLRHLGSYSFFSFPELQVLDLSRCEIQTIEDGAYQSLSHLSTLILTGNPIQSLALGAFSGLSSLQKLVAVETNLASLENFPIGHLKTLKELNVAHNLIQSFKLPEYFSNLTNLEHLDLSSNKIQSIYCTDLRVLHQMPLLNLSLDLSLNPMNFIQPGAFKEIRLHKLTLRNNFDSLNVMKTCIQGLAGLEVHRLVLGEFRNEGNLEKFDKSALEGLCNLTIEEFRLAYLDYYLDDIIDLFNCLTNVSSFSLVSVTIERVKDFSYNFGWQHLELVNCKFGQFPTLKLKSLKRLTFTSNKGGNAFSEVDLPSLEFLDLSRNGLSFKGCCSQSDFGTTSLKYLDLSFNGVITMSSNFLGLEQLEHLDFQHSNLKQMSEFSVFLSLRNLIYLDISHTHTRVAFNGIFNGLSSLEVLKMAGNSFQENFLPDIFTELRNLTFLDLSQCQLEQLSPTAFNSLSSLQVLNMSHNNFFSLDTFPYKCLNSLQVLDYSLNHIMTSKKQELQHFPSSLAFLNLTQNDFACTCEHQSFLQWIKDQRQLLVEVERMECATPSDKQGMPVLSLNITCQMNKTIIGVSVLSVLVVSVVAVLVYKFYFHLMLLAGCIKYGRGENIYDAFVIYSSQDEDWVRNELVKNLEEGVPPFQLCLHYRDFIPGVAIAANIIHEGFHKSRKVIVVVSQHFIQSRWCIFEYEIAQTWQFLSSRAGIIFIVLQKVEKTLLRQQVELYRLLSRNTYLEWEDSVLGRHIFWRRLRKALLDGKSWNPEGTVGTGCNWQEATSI
Target sequence (Q99836 whole entry, looked up): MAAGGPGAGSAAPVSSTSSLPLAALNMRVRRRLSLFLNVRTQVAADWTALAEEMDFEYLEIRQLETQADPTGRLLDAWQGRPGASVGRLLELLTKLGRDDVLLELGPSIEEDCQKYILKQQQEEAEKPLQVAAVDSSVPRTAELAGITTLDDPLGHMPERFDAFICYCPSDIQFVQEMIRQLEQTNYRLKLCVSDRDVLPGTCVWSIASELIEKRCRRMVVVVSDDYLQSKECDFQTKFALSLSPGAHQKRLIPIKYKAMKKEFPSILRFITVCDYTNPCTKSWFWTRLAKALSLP
DTT redox prof – compounds producing H2O2 with reducing agent – biochemical, NIH compound library profiling, artefact control for MLSCN library redox annotation, primary screen. AID 878, 2007. hit rate 0.03% among 200,000. activation, % at 10 µM. DTT-dependent redox cycling H2O2, phenol red/HRP absorbance; 100% = 100 µM peroxide control, 0% = buffer;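 active = activation of at least 50% relative to the plate's high and low controls in the primary single-dose screen; inactive = activation below 50%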;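 also: compound incubated with DTT at 0.8 mM final as the reducing agent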
NF-kB neuron act – activators of NF-kB expression in neurons, primary screen, cell-based, HTS. human neuronal cells, NF-kB reporter expression; stronger effect = higher value. fold change at 12.5 µM. hit rate 1.6% among 190,000; in the data active = fold change above about 3.3
STAT3 inh – IL-6 driven STAT3 reporter inhibitors, primary screen, U3A cells, luciferase, luminescence, MLSCN library. IL-6 STAT3-luciferase reporter; host cell line lacks STAT1. inhibition, % at 5.5 µM. hit rate 0.89% among 190,000. AID 862, 2007;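 active = inhibition above the mean inhibition across all screened compounds plus 3 SD, cut at about 44% in these data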;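 also: 0% = DMSO only wells and 100% = 100 µM nifuroxazide control wells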
STAT1 blocker – STAT1 signaling inhibitors, primary screen, cell-based, HTS, luciferase reporter; NIH 3T3 STAT1-luciferase reporter, IFN-gamma, luminescence; inhibition, % at 5.5 µM; hit rate 0.35% among 200,000; AID 920, 2007;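 active = inhibition above a set limit, the mean inhibition across all tested compounds plus 3 SD, cut at about 34% in these data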;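 also: 0% = IFN-gamma with DMSO and 100% = IFN-gamma with 300 µM nifuroxazide; values of inactives mirror those of a sister screen read the other way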
* = called active by the depositor; · = no result given.

Order of values: Hsp70 act	NF-kB neuron act	STAT1 act	STAT3 act	STAT3 inh	APP 5'UTR act	TLR4 MyD88 comp	STAT1 blocker	HMGR II inh	DTT redox prof
> CCC(C)(C)n1nnnc1C(c1cc2cccc(C)c2[nH]c1=O)N1CCCC1 (configuration not stated)
    0.1	1.3	98	102	2	12	-7	2	-3	-0.4
> O=S(=O)(Cc1cc(NCc2ccccc2)nc(-c2ccccn2)n1)c1ccccc1
    -0.1	0.83	97	101	2	-23	-14	2	-2	0.2
> COc1ccc(CCNC(=O)c2csc3c2CCCC3)cc1OC
    -0.3	1.2	102	102	3	-19	-2	-2	-6	-0.5
> CCCCOCC(O)Cn1c(C)nc2ccccc21 (configuration not stated)
    -0.3	1.2	98	92	16	8	7	2	-1	-9.9
> O=S(=O)(N1CCCCC1)N1CCNCC1
    -0.2	1.2	100	100	0	-14	5	0	1	0.3
> Cn1cc(C(=O)c2ccc(Cl)cc2Cl)cc1C(=O)N/N=C(\N)COc1cccc(C(F)(F)F)c1
    0.2	0.61	92	93	14	17	-7	8	-4	0.1
> COc1ccccc1NS(=O)(=O)c1cc(NC(=O)Nc2ccccc2)ccc1N1CCCCC1
    -0.1	1.2	90	110	-15	-3	-12	12	-9	-0.4
> O=C(NCCCN1CCCC1=O)c1cc(=O)c2ccccc2o1
    0.0	0.88	105	102	0	2	-8	-5	-1	-0.4
> Fc1ccccc1Cc1noc(CN2CCN(Cc3ccc4c(c3)OCO4)CC2)n1
    0.1	1.2	99	98	8	5	-5	-1	1	0.6
> Cc1cccc(-c2cc3nc(C)cc(C)n3n2)c1
    0.2	5.9*	150*	116	-16	142*	-4	-57	-2	-0.3
> Cc1nc2c(-c3ccccc3)c(C)nn2c(C)c1CCC(=O)O
    -0.4	1.1	102	100	5	2	-9	-2	1	-0.5
> COc1cc(-c2nnc(Sc3ccc(C(F)(F)F)cc3[N+](=O)[O-])o2)cc(OC)c1OC
    0.4	0.98	93	100	5	12	-4	8	-5	-0.1
> CCCOc1ccc(N2CC(C(=O)Nc3ccccn3)CC2=O)cc1 (configuration not stated)
    0.1	1.4	97	100	4	18	-7	3	0	1.6
> COc1ccc(CNc2ccc3c(c2)CCC3)cc1OC
    -0.2	1.1	90	89	18	20	3	11	-7	-0.8
> Cc1oc(-c2ccc(Cl)cc2)nc1CN1CCC(C(=O)NCCCN2CCOCC2)CC1
    -0.3	0.72	100	103	7	10	1	0	-9	1.3
> COc1cc(NS(=O)(=O)c2ccc(NC(=S)NC(=O)CC(C)C)cc2)nc(OC)n1
    -0.3	1.1	106	104	-2	-54	-3	-4	13*	0.8
> CCOC(=O)c1cn(-c2c(Cl)cccc2Cl)c2cc(Cl)c([N+](=O)[O-])cc2c1=O
    0.4	0.7	82	111	-9	9	-1	20	-4	0.7
> COc1cccc(C2CC(c3cccs3)=NN2C(=O)CSc2nc3ccccc3o2)c1OC (configuration not stated)
    -0.3	0.66	106	105	-12	3	4	-7	3	2.3
> CCN(CC)S(=O)(=O)c1ccc(N2CCCC2)c(C(=O)OCC(=O)N2CCCC2)c1
    -0.3	1.1	99	100	8	4	-6	1	3	-0.2
> Cc1ccc(-c2nc3ncccc3o2)cc1NC(=O)COc1ccccc1
    -0.3	0.96	105	92	15	13	-1	-5	-1	0.3
> Cc1ccccc1C(=O)Nc1nnc(-c2ccco2)o1
    0.0	1.8	111	101	4	27	4	-15	0	-0.3
> CCS(=O)(=O)c1c(S(=O)(=O)CC)c2ccccn2c1C(N)=O
    0.0	1	105	101	7	-6	-7	-5	-7	0.0
> CCc1cc(C(=O)OC)c(NC(=O)CC2NCCNC2=O)s1 (configuration not stated)
    0.2	0.99	109	101	1	21	6	-3	-3	-1.2
> O=S1(=O)CCN2C(=N1)SC1=C2CCN(Cc2ccccc2)C1
    -0.5	1.1	100	110	-5	22	7	0	-4	1.4
> COC(=O)c1sccc1NC(=O)/C=C/c1c(Cl)cccc1Cl
    0.1	1.6	104	102	-2	4	-1	-5	-7	0.0
> COc1ccc2c(c1)C(=O)[C@@H](O)[C@H](c1ccc(OC)c(Br)c1)O2
    -0.1	1.4	106	91	8	28	-7	-6	-9	0.6
> CC(=O)Cc1ccccc1OC(=O)c1ccco1
    -0.1	0.91	95	108	-6	15	3	5	-6	-1.3
> CCCOc1ccc(C(=O)NCC(c2cccs2)N(C)C)cc1 (configuration not stated)
    -0.1	1.2	104	104	-1	8	-8	-5	-3	-0.2
> CC(=O)Nc1nnc(COc2ccccc2)s1
    0.0	1.5	117	102	2	24	-13	-20	-1	0.7
> Cc1cccc(C(=O)NC(=S)NNC(=O)c2ccccc2Cl)c1
    -0.2	0.66	109	99	4	-1	-10	-10	0	-0.1
> O=C(c1ccc(F)cc1)C1CCN(C(=O)N2CCOCC2)CC1
    -0.4	0.95	110	103	-1	-2	-15	-11	-6	1.2
> COc1cccc2c(=O)cc(C)n(CC(=O)Nc3cccc(C)c3)c12
    -0.6	1	76	78	28	0	-3	26	-4	0.4
> OCCNc1nc(OCC(F)(F)F)nc(N2CCN(C34CC5CC(CC(C5)C3)C4)CC2)n1
    0.3	1	102	109	-6	0	-10	-4	0	-1.1
> COc1cccc(-n2nc3c(=S)[nH]nc(C)c3c2C)c1
    -0.1	1.4	97	99	10	5	3	0	-3	-1.7
> O=C(O)CNS(=O)(=O)c1ccc2[nH]c(=O)c(=O)[nH]c2c1
    -0.2	1.2	97	99	6	25	5	3	-6	-0.6
> O=S(=O)(NC1CCN(Cc2ccccc2)CC1)c1cccc(S(=O)(=O)N2CCOCC2)c1
    0.0	0.63	90	97	7	18	6	1	-1	0.2
> CCN(CC)S(=O)(=O)c1cccc(-c2nnc(SCc3nnc(-c4ccccc4)o3)n2C)c1
    -0.4	0.99	100	102	6	8	-1	-1	2	-2.6
> O=C(NC1CCCCCC1)C1CCN(S(=O)(=O)c2cnc[nH]2)CC1
    0.2	·	99	106	-1	-3	-3	2	-2	-0.8
> CC(C)CCSc1nnc(Cn2c(=O)sc3ccccc32)n1C
    -0.4	0.87	93	95	6	4	7	8	-4	-0.4
> O=S(=O)(c1cc(Cl)ccc1Cl)n1ccnc1
    -0.3	1.1	109	103	-1	-4	-14	-12	-5	-1.0
> Cc1nnc(N2CCN(c3ccccc3)CC2)c2nn(-c3ccccc3F)c(C)c12
    -0.3	·	103	96	10	7	0	-3	·	-1.9
> COc1ccc(NC(=O)Cn2nnc(C(=O)NCc3cccc(OC)c3)c2N)cc1
    -0.1	1.2	104	100	5	12	-3	-5	2	-1.1
> COc1cccc(CCC(=O)O)c1OC
    -0.4	0.97	95	100	4	13	15	5	-1	1.9
> CC(C)C(NC(=O)C(Cc1ccccc1)NC(=O)OCc1ccccc1)C(=O)O (configuration not stated)
    -0.4	1.2	100	96	8	8	14	-2	-7	-1.1
> COc1ccc(C(=O)Oc2ccc(=O)n(-c3ccccc3)n2)cc1
    -0.1	0.99	96	104	-3	9	16	4	-5	-7.6
> O=c1oc2ccccc2n1Cn1c(=O)oc2ccccc21
    -0.1	1	97	107	-4	-5	-7	3	-5	2.4
> CCN(CC)S(=O)(=O)c1ccc(OC)c(-n2cnnn2)c1
    -0.1	1	90	95	10	10	-3	10	-8	-1.1
> CCOCCCNC(=O)CSc1nc2nc(C)c(Cc3ccccc3)c(C)n2n1
    -0.2	1.2	91	105	0	-3	16	10	-10	1.1
> CC1(Br)C2CCCC1C2S(=O)(=O)c1ccccc1 (configuration not stated)
    -0.1	0.98	93	95	1	15	-6	8	-2	0.7
> Nc1nonc1-c1nc2ccccc2n1CC(=O)N/N=C\c1ccc(-c2ccc(Cl)cc2)o1
    0.8	1.4	94	106	5	-9	15	7	1	2.1

The list continues:
Order of values: Hsp70 act	NF-kB neuron act	STAT1 act	STAT3 act	STAT3 inh	APP 5'UTR act	TLR4 MyD88 comp	STAT1 blocker	HMGR II inh	DTT redox prof
> COc1ccc(OC)c(C2C(C#N)=C(N)Oc3c2c(C)nn3-c2cccc(Cl)c2)c1 (configuration not stated)
    0.0	0.96	98	109	-8	6	6	3	-6	2.1
> c1ccn2cc(CSC3=NCCS3)nc2c1
    0.2	1.9	130*	108	-6	51	-4	-30	-8	2.5
> O=c1c([N+](=O)[O-])cc(C(F)(F)F)cn1Cc1cccc(Cl)c1
    -0.4	0.95	96	99	12	5	-11	5	0	1.0
> NC1=NC(c2ccccc2Cl)n2c(nc3ccccc32)N1 (configuration not stated)
    -0.3	0.79	100	98	6	11	-12	0	0	-0.5
> Cn1ncc2c(=O)n(/N=C/c3ccccc3)cnc21
    0.0	1.3	103	102	-5	-3	-3	-3	-3	-0.4
> COc1ccc([N+](=O)[O-])cc1NC(=O)COC(=O)c1ccccc1C(=O)c1ccccc1
    0.0	1.1	101	99	-1	-7	-11	1	-1	-0.1
> COc1ccc(NC(=O)CSc2nnc(CNC(=O)c3ccco3)n2-c2ccccc2OC)cc1
    -0.5	1.1	95	94	11	-8	8	6	-6	1.1
> O=C(O)Cc1ccc(NC(=O)Nc2cccc(Cl)c2)cc1
    -0.2	1.2	102	100	5	0	-19	-4	-3	-0.2
> COCC(=O)Nc1ccc(S(=O)(=O)Nc2ccccn2)cc1
    0.4	1.1	100	99	5	2	9	-2	-5	-1.7
> COc1ccccc1Cn1c(=O)c2ccccc2n2c(SCC(=O)N3CCCCC3)nnc12
    -0.3	0.86	98	94	6	4	0	2	1	0.3
> Cc1cccc(NC(=S)N2CCC(N(C)CC3CCCO3)CC2)c1 (configuration not stated)
    -0.4	1.1	109	101	2	9	6	-11	-5	1.1
> O=C(OCc1nnc(-c2ccccc2)o1)c1cc2ccccc2cc1O
    -0.1	1.3	106	104	-2	-1	5	-7	-3	-0.6
> COC(=O)[C@H]1C[C@@H]1[C@H](NC(=O)[C@H]1C[C@@H]1[C@H](NC(=O)OCc1ccccc1)c1ccccc1)c1ccccc1
    -0.3	0.75	104	107	-11	-7	-6	-4	-10	0.3
> CC(=O)N1CCc2cc(C(=O)CN3CCN(C(=O)c4ccco4)CC3)ccc21
    0.4	0.77	107	98	11	·	-1	-7	-3	-1.0
> O=C(CCc1ccccc1)Nc1ccc(N2CCCCC2)cc1
    -0.2	1.6	126	100	4	5	-1	-30	-4	-0.1
> COc1ccc(C(=O)NN2CC(O)=C(c3nc4ccccc4n3C)C2=N)cc1OC
    0.0	1.1	104	102	0	8	3	-4	1	0.7
> CS(=O)(=O)N1CCN(c2ccccc2NC(=O)c2ccc([N+](=O)[O-])o2)CC1
    0.0	1.4	94	88	19	-1	-2	4	-3	-1.3

From PubChem BioAssay
